# Bioassay records as filed in PubChem BioAssay.
# OXTR potentiator = human OXTR potentiation; P30559; CHO-OTR cells, Fluo-8 calcium fluorescence, potentiator mode; 0% = oxytocin EC15, 100% = EC100; activation, % at 3 µM; 320,000 tested, 0.061% active; AID 2445;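 active = activation above that plate's cutoff, the mean activation of tested compounds plus 3 SD, cut at about 6.6% in these data, passing the limit was not always enough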;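 also: 100% uses oxytocin at 75 nM as the full agonist control; some results filed as inactive read as strong as hits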
# Target sequence (P30559 whole entry, looked up): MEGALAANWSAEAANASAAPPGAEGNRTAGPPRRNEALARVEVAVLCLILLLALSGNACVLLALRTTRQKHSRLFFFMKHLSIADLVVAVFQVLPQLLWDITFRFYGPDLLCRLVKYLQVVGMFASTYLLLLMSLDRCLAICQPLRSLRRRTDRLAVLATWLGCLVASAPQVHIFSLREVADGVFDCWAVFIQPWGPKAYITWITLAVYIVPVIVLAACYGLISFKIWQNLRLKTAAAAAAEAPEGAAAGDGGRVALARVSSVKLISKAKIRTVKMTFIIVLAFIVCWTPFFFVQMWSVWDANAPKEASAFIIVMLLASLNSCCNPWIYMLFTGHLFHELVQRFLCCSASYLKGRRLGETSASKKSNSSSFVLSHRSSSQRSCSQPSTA
#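 System: human OTR in CHO cells; Also added: sub-maximal oxytocin, roughly EC15; Timing: compound 6 min at room temperature before oxytocin, 100 s read; Technique: Fluo-8 intracellular calcium fluorescence, ex 470-495, em 515-575 nm; Controls: oxytocin EC15 low and EC100 high; Replication: singlicate.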
# CHRM1 agonist = agonists of human M1 muscarinic receptor; activation, % at 3 µM; CHO-K1 hM1, Fluo-8 calcium fluorescence, agonist mode; 0% DMSO, 100% acetylcholine EC100; 360,000 tested, 0.33% active;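 active = activation above the run's mean compound activation plus 3 SD, cut at about 16% in these data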;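 also: peak over basal fluorescence ratio within a 140 s kinetic read after compound addition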
# CHO-K1 Ca antag = counter-screen for M1 antagonists: effect in parental CHO-K1 cells; ATP-induced calcium, Fluo-8 fluorescence; 360,000 tested, 0.6% active; inhibition, % at 3 µM;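 active = inhibition above a per-plate cutoff, the plate's mean sample inhibition plus 3 SD, cut at about 24% in these data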;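 also: 0% = DMSO plus EC80 ATP and 100% = DMSO alone without ATP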
# M4 ag = CHRM4 agonism in calcium assay; P08173; 360,000 tested, 0.14% active; CHO-K1 hM4/Gqi5, Fluo-8 calcium fluorescence; vehicle 0%, full acetylcholine response 100%; activation, % at 3 µM;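 active = activation above the run mean over all test wells plus 3 SD, cut at about 32% in these data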;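 also: peak over basal fluorescence ratio per well then scaled between controls; 0% = DMSO wells and 100% = acetylcholine at EC100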
# Target sequence (P08173 whole entry, looked up): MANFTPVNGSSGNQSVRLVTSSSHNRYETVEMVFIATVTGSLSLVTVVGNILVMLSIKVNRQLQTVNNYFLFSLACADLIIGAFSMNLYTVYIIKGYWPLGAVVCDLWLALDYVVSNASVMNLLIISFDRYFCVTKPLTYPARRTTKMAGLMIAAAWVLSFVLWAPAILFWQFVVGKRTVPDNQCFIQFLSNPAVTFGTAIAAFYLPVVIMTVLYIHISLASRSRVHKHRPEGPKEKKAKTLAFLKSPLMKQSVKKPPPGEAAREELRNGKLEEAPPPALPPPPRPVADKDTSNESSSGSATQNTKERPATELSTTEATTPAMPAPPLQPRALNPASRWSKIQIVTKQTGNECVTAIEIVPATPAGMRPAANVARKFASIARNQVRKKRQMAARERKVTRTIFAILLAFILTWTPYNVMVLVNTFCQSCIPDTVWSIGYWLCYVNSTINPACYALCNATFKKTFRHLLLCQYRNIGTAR
# M1 ag parental = counter-screen for M1 agonists: effect in parental CHO-K1 cells | activation, % at 3 µM | Fluo-8 calcium fluorescence; scaled to maximal ATP response, vehicle zero | 360,000 tested, 0.48% active; in the data active = activation above about 15%;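 also: untransfected CHO-K1 host cells lacking M1 receptor as counterscreen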
# CHO parental Ca = counter-screen for OX1R antagonists: effect in parental CHO cells | parental CHO-K1, ATP-induced calcium, Fluo-8 fluorescence | inhibition, % at 5.6 µM | 330,000 tested, 0.63% active;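 active = inhibition above that plate's mean sample inhibition plus 3 SD, cut at about 26% in these data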;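 also: 0% = ATP-challenged DMSO wells and 100% = DMSO wells without ATP; some compounds past the cut are filed as inactive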
#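 Measured by: calcium-sensitive Fluo-8 fluorescence / Test system: CHO parental line / Controls: ATP-challenged DMSO wells low, unchallenged DMSO wells high / Measure: % inhibition / Compound: single nominal dose of 5.6 µM per compound / Replicates: single well per compound, no replicates / Reagent: ATP as calcium-mobilizing challenge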
# CHRM4 antagonist = blocks acetylcholine activation of human M4 receptor; P08173; CHO-hM4 cells, ACh EC80, Fluo-8 calcium fluorescence; inhibition, % at 3 µM; 360,000 tested, 0.73% active; AID 624125;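 active = inhibition above its plate's cutoff, the mean inhibition of sample wells plus 3 SD, cut at about 27% in these data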;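 also: 0% = acetylcholine EC80 with DMSO and 100% = DMSO without agonist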
# M1 PAM = positive allosteric modulators of human M1 muscarinic receptor. 360,000 tested, 0.088% active. CHO-K1 hM1, Fluo-8 calcium fluorescence, ACh EC20; 0% = ACh EC20, 100% = maximal ACh. activation, % at 3 µM; in the data active = activation above about 19%, passing the limit was not always enough
# CHRM1 antagonist = blocks human M1 muscarinic receptor. P11229. CHO-K1 hM1, Fluo-8 calcium fluorescence, ACh EC80 antagonist. inhibition, % at 3 µM. 360,000 tested, 1.3% active;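 active = percent inhibition above its own plate's cutoff, namely the mean of that plate's compound wells plus 3 SD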;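 also: peak over basal fluorescence ratio during 140 s after agonist addition; 0% = ACh EC80 plus DMSO and 100% = DMSO alone without agonist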
# Starred values were filed as active, the others as inactive; / = no result given.
SMILES,OXTR potentiator,CHRM1 agonist,CHO-K1 Ca antag,M4 ag,M1 ag parental,CHO parental Ca,CHRM4 antagonist,M1 PAM,CHRM1 antagonist
Cc1ccc(Nc2nc(N)nc(CN3CCN(Cc4ccccc4)CC3)n2)cc1Cl,0,-5,-9,7,0.6,-28,-19,6,-15
CCc1nnc(NC(=O)CSc2nnc(CCc3nc4ccccc4[nH]3)n2C)s1,-1,-5,-5,1,0.4,-3,14,7,-3
O=c1[nH]c(-c2ccc(Cl)cc2)cs1,2,-6,2,1,0.1,-13,0,5,-9
CCOc1ccc(NC(=O)Nc2cc(C)ccc2F)cc1,1,-6,4,1,1.5,26,8,0,-6
COC(=O)[C@@H](NC(=O)/C=C/c1ccc(OC)cc1)C(C)C,-20,-3,-11,1,1.1,5,3,8,-2
COc1ccc(C(C)C)cc1S(=O)(=O)NCc1ccccn1,-4,-2,-8,0,0.4,-14,-2,13,-10
COc1cc(NC(=O)CCl)ccc(=O)c1,/,-1,-1,0,-0.3,/,-12,9,-9
CSc1nnc(NC(=O)c2ccco2)s1,-5,-2,-8,0,1.2,9,0,1,-14
CCOC(=O)C1CCN(C(=O)Cn2cc(C(=O)C3CC3)c3ccccc32)CC1,-3,-5,-16,1,0.7,-16,-7,-2,4
COc1ccc(S(=O)(=O)N2CCCC(C(=O)NCc3ccco3)C2)cc1OC (stereo not drawn),-6,-3,-14,1,0.2,-13,-8,8,-14
Cc1ccc(-n2ncc(-c3nn[nH]n3)c2N)cc1,-3,-2,-4,0,0.0,0,-4,11,-11
CC(C)N1CCN(C(=O)C2CCC(=O)N(CCc3cccc(F)c3)C2)CC1 (stereo not drawn),/,-5,10,1,0.4,/,-8,3,5
CN(CC(=O)N1CCCCC1)S(=O)(=O)c1cccc2nsnc12,-11,-1,6,1,1.0,-7,0,16,-16
O=C(NC(=O)N1CCN(c2cccc(Cl)c2)CC1)c1ccccc1,-8,-8,-10,1,0.8,-1,5,0,4
O=C(NCCc1ccc(Cl)cc1)c1ccc(CS(=O)Cc2ccc(Cl)cc2)o1 (stereo not drawn),-9,-1,7,21,9.2,-13,12,-9,20
CCCN(C(=O)c1c(-c2ccccc2)noc1C)c1c(N)n(Cc2ccccc2)c(=O)[nH]c1=O,-2,4,-13,0,0.5,-7,-16,18,-13
COCCCN1C(=O)c2ccc(C(=O)Nc3cccc(OC)c3)cc2C1=O,-2,-3,9,4,1.0,-6,4,-7,2
Cc1ccccc1C(=O)NC(=S)NC1CCSC1=O (stereo not drawn),-6,-6,-10,0,-0.1,-7,9,-5,4
COc1ccc(N2CCN(C(=O)CNS(=O)(=O)c3ccc(Br)s3)CC2)cc1,-7,0,-14,4,3.5,-9,-4,13,-15
COc1ccc(S(=O)(=O)Cc2ccc(C(=O)N3CCN(c4cc(Cl)ccc4C)CC3)o2)cc1,-5,-4,6,6,0.2,2,5,-5,0
Nc1nonc1-n1nnc(C(=O)N/N=C/c2ccc(Cl)cc2Cl)c1CN1CCCCC1,-7,-5,-12,0,1.5,-9,-13,13,-17
COc1ccc(C(OCC(O)CN(C)C2CCCCC2)c2ccc(OC)cc2)cc1 (stereo not drawn),-9,-9,-11,4,2.0,-19,5,4,-6
O=C(Cn1nc(-c2ccccc2)c2ccccc2c1=O)Nc1ccccn1,-12,-4,-5,-1,-0.3,-2,1,2,-3
COc1ccccc1Nc1nc(N)nc(CSc2ncccn2)n1,4,-1,-13,0,0.5,-14,8,8,-6
COc1ccc2oc(-c3ccccc3)c(C(=O)N(C)C)c2c1,10,-2,1,2,0.4,-21,-4,8,-11
CCCCC(=O)NCc1ccc(F)cc1,-4,-2,-1,0,-0.3,0,7,8,-6
O=C(NC(C1CC1)C1CC1)C1CCC(=O)N(CCCN2CCCC2=O)C1 (stereo not drawn),0,-3,-13,0,0.5,-12,8,4,-5
Cc1ccc(N2C(=O)C(NC(=O)c3c(F)cccc3F)(C(F)(F)F)C3=C2CC(C)(C)CC3=O)cc1 (stereo not drawn),-4,-10,-5,0,0.1,-16,-6,7,-19
O=C(N/N=C/c1cccnc1)c1cccc(F)c1,0,1,6,1,11,-6,-3,9,-13
CCOC(=O)C1=C(C)NC(C)=C(C(=O)OCC)C1C(=O)OCC(=O)Nc1ccc(NC(C)=O)cc1,/,-3,-5,5,1.3,/,-6,2,-11
CC(C(=O)N1CCc2ccccc21)N1CCN(c2ccccn2)CC1 (stereo not drawn),-5,-4,-11,-1,0.2,-9,0,4,-8
COc1ccccc1NC(=O)CCNC(=O)c1ccc(C)cc1,/,-3,0,1,-0.4,/,11,5,-10
Cn1nnnc1Sc1ccc([N+](=O)[O-])cc1Cl,-1,-3,3,0,-0.1,-10,0,-2,10
O=C(Nc1ccc(F)cc1)c1ccc2[nH]c(=O)c(=O)[nH]c2c1,-12,-2,-15,1,0.9,5,-8,9,-8
Cc1ccc(S(=O)(=O)N2CCC(C(N)=O)CC2)cc1[N+](=O)[O-],-10,-4,-2,1,1.1,-2,-11,8,-8
O=C1NC(c2ccncc2)C(C(=O)c2cccs2)C(O)(C(F)(F)F)N1 (stereo not drawn),-1,-3,4,2,-0.2,-3,30*,1,3
CCc1ccc(NC(=O)C2CCN(C(=O)[C@@H]3Cc4ccccc4CN3)CC2)cc1,-1,-4,-20,5,1.9,-6,-24,8,-9
NS(=O)(=O)c1ccc(NC(=O)COC(=O)c2cc([N+](=O)[O-])ccc2Cl)cc1,-5,-5,-14,0,0.7,8,2,5,1
CCOC(=O)c1[nH]c(C)c(C(=O)OCC(=O)NC2CCS(=O)(=O)C2)c1C (stereo not drawn),-7,-1,-9,0,0.4,-2,2,3,-9
C=CCN(c1ccccc1)S(=O)(=O)c1cccc(C(=O)OCC(=O)NC2CC2)c1,-17,-6,9,0,0.6,-23,3,-6,3
N#CCCCn1c(=O)oc2ccccc21,-6,-5,4,2,1.2,-6,-2,-1,-6
CN(CC(=O)Nc1ccccc1Cl)CC(=O)N1CCc2ccccc21,2,-2,-20,3,1.4,-26,3,4,-7
CCOC(=O)c1sc2nc(C)nc(NCCc3ccc(S(N)(=O)=O)cc3)c2c1C,-7,-1,-9,2,0.1,-22,-12,-1,-2
Cc1cc(C)c(C(CC(=O)c2cccs2)C(C#N)C#N)c(C)c1 (stereo not drawn),-5,-6,-2,1,0.9,-17,19,-11,15
CCOC(=O)Nc1cc(NC(=O)OCC)c(C)nc1C,-1,-2,-3,0,0.5,-9,4,6,-11
O=C(Cn1c(=O)n(CC2CCCO2)c(=O)c2ccccc21)c1ccc(Cl)c(Cl)c1 (stereo not drawn),1,1,5,1,0.3,-25,-2,2,3
COc1cc(NC(=O)C2CCCCC2)c2ncccc2c1,2,-3,-2,-1,-0.2,-11,-10,5,-2
COc1ccc(SCc2noc(C(=O)NCC3CCCO3)c2C(=O)O)cc1 (stereo not drawn),4,-4,-12,2,0.8,-5,-8,3,7
O=C1CCc2cc(S(=O)(=O)Nc3ccccc3)cc3c2N1CCC3,-7,2,-4,5,1.4,-11,0,5,5
Cc1ccccc1NC(=O)CSc1nnc(Cc2ccccc2)o1,8,-1,-2,2,0.1,-9,3,0,2

# Other entries.
SMILES,OXTR potentiator,CHRM1 agonist,CHO-K1 Ca antag,M4 ag,M1 ag parental,CHO parental Ca,CHRM4 antagonist,M1 PAM,CHRM1 antagonist
O=C(O)c1cc(-c2ccc(N3CCOCC3)cc2)nn1-c1ccccc1Cl,5,-7,-3,1,0.8,-12,-6,11,-4
C[C@H](NS(=O)(=O)c1ccccc1F)C(=O)OCC(=O)N1CCc2ccccc21,0,-5,-14,0,0.2,-33,-5,12,-12
CCN(CC)C(=O)COc1ccc2c3c(c(=O)oc2c1)CCCC3,0,-7,-3,1,0.7,-15,0,4,-4
Fc1ccc(NC(=S)NC2CC3CCC(C2)N3Cc2ccco2)cc1 (stereo not drawn),-10,-5,-8,3,9.1,7,-10,10,-6
COc1ccc(N2CCN(c3nc(Cl)nc(N4CCOCC4)n3)CC2)cc1,-15,-2,14,0,-0.2,-10,-4,0,5
Cc1ccc(C)c2nc(Cl)c(C3NC(=O)c4ccccc4N3)cc12 (stereo not drawn),-3,1,-17,2,2.0,-25,1,8,-7
Cc1cc(C)nc(Nc2n[nH]c(-c3ccccc3Cl)n2)n1,-2,-14,-10,1,0.4,-12,-6,4,-4
CCOC(=O)C1(Cc2cccc(OC)c2)CCN(Cc2ccc3c(c2)OCCO3)CC1,-13,-6,-9,9,9.1,1,-14,-5,2
CC1(C)Cc2c(ccc3ccccc23)C(c2cc3ccccc3oc2=O)=N1,-9,-7,-5,-3,0.0,-4,0,6,-13
CC12CCC(C/C1=N\OC(=O)c1ccc(F)cc1)C2(C)C (stereo not drawn),-4,-2,-4,-2,0.2,-22,8,2,5

# Of the compounds above, 4 have a thiophene ring, fused or not:
SMILES,OXTR potentiator,CHRM1 agonist,CHO-K1 Ca antag,M4 ag,M1 ag parental,CHO parental Ca,CHRM4 antagonist,M1 PAM,CHRM1 antagonist
COc1ccc(N2CCN(C(=O)CNS(=O)(=O)c3ccc(Br)s3)CC2)cc1,-7,0,-14,4,3.5,-9,-4,13,-15
O=C1NC(c2ccncc2)C(C(=O)c2cccs2)C(O)(C(F)(F)F)N1 (stereo not drawn),-1,-3,4,2,-0.2,-3,30*,1,3
CCOC(=O)c1sc2nc(C)nc(NCCc3ccc(S(N)(=O)=O)cc3)c2c1C,-7,-1,-9,2,0.1,-22,-12,-1,-2
Cc1cc(C)c(C(CC(=O)c2cccs2)C(C#N)C#N)c(C)c1 (stereo not drawn),-5,-6,-2,1,0.9,-17,19,-11,15

# Continuation.
SMILES,OXTR potentiator,CHRM1 agonist,CHO-K1 Ca antag,M4 ag,M1 ag parental,CHO parental Ca,CHRM4 antagonist,M1 PAM,CHRM1 antagonist
COC(=O)c1scc(C)c1NC(=O)/C=C/C(=O)O,0,-1,-8,8,3.5,-2,-4,2,0
O=C(NCc1ccc2c(c1)OCO2)c1sccc1Br,-8,-2,4,1,0.2,-8,0,4,-8
COc1ccc(CCC(=O)NCCNC(=O)CCc2ccc(OC)cc2)cc1,4,-3,11,1,-0.2,-24,10,6,-5
COc1ccccc1NS(=O)(=O)c1ccc2oc(SC3CCOC3=O)nc2c1 (stereo not drawn),-18,0,-12,9,5.3,-2,11,6,1
O=C(NC1CC1)c1sc2ccccc2c1Cl,-8,-3,11,0,0.2,-7,2,2,5
COCCN1C[C@@H](CO)O[C@@H](n2cnc3c(N4CCCC4)ncnc32)C1,/,0,-3,0,0.4,/,-8,17,-20
O=C(COc1ccc([N+](=O)[O-])cc1)NNC(=O)Nc1ccccc1F,1,-2,4,1,0.2,3,5,3,6
Cc1ccc2c(c1)c1c(n2CC(O)CNC(C)(C)C)CCCC1 (stereo not drawn),/,-3,-11,7,0.6,/,-22,12,-13
CC(=O)Nc1ccc(NC(=O)c2oc3cc(C)c(C)cc3c2C)cc1,-5,2,1,1,0.4,-8,-6,8,-16
Cc1noc(C)c1S(=O)(=O)N(CC(=O)N1CCc2ccccc21)c1ccc(C(C)C)cc1,-2,0,-2,1,0.6,-8,-7,7,-9
O=C(Nc1cccc(S(=O)(=O)N2CCCCC2)c1)c1ccc(N2CCCC2=O)cc1,-7,-4,-13,2,0.3,-8,-2,2,-3
